High-throughput results as filed in PubChem.
TEAD-YAP inh: TEAD-YAP interaction inhibition. HEK-TIYL cells, TEAD-Gal4/YAP UAS-luciferase luminescence. inhibition, % at 9.12 µM. hit rate 1.4% among 640,000. AID 1259422; in the data active means inhibition above about 32%;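 further: 0% = median of test compound wells and 100% = reference inhibitor wells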
GPR151 activ: activates the human receptor GPR151 | Q8TDV0 | PathHunter beta-arrestin GPR151 cells, luminescence | activation, % at 11.2 µM | hit rate 1% among 650,000 | AID 1508602; in the data active means activation above about 4.9%;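 further: 0% = median of compound wells and 100% = cells with positive control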
MITF inh: blocks human microphthalmia-associated transcription factor; hit rate 0.91% among 650,000; AlphaScreen MITF homodimerization, bead proximity signal; AID 1259374; O75030; inhibition, % at 2.6 µM; in the data active means inhibition above about 50%;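 further: 0% = vehicle wells with protein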
FBW7 activator: activators of human E3 ligase FBW7; Q969H0; AlphaScreen FBW7–phospho-cyclin E peptide binding, activator screen; normalized activity (activation), % at 26.1 µM; hit rate 0.13% among 650,000; AID 1259310; in the data active means normalized activity above about 1.9%;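 further: purified mutant Fbw7 with reduced substrate affinity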
Target sequence (Q969H0 whole entry, looked up): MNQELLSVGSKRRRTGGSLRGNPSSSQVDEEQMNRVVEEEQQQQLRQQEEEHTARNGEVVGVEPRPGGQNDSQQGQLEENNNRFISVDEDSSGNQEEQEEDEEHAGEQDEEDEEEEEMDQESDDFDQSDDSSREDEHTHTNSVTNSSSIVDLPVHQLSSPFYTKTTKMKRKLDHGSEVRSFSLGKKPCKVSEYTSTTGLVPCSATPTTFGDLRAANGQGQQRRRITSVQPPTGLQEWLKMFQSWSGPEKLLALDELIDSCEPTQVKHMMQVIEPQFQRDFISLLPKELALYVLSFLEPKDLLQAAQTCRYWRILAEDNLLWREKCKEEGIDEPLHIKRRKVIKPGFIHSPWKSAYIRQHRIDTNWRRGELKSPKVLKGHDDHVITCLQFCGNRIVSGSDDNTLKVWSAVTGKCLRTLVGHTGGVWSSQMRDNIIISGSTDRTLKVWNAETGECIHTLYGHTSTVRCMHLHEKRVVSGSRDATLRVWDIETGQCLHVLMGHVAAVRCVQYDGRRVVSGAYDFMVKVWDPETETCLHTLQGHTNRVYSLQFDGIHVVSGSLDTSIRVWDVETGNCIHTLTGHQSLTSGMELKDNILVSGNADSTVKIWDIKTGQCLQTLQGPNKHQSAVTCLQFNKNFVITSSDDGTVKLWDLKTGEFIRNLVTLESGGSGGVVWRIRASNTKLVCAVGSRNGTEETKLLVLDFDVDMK
An asterisk follows results filed as active.

For CC(C)CCN1CCN2C(=O)[C@@H](Cc3ccc(O)cc3)NC(=O)[C@H]2C1 the results were TEAD-YAP inh -2, GPR151 activ -0.7, MITF inh 17 and FBW7 activator -0.1.
For CN(/N=C/c1cccnc1)c1cc(=O)n(C)c(=O)[nH]1 the results were TEAD-YAP inh 3, GPR151 activ -0.7, MITF inh 22 and FBW7 activator 0.6.
`CCC(C)OC(=O)C1=C(C)NC2=C(C(=O)CC(c3ccccc3)C2)C1c1ccc2c(c1)OCO2` (stereo unspecified) gave TEAD-YAP inh 4, GPR151 activ 0.9, MITF inh -5 and FBW7 activator 0.0.
`O=C(/C=C/c1ccco1)Nc1sc2c(c1C(=O)O)CCCCC2` gave TEAD-YAP inh 19, GPR151 activ -6.6, MITF inh 8 and FBW7 activator 0.0.
`O=C(NCCN1CCOCC1)c1cc(NCCCN2CCCC2=O)nc2ccccc12` gave TEAD-YAP inh 2, GPR151 activ -0.8, MITF inh 9 and FBW7 activator 0.1.
Screening O=C(COC(=O)C1CC(=O)N(c2ccccc2Cl)C1)c1ccc(Cl)cc1 (stereo unspecified) returned TEAD-YAP inh 4, GPR151 activ -1.5, MITF inh -4 and FBW7 activator -0.1.
CN(C1CCCCC1)S(=O)(=O)c1ccc(F)c(C(=O)Nc2ccc(Cl)cc2C(F)(F)F)c1 was read as TEAD-YAP inh 4, GPR151 activ -0.3, MITF inh 32 and FBW7 activator 0.1.
`CS(=O)(=O)c1cnc2ncnn2c1C1CCN(C(=O)c2ccco2)CC1` gave TEAD-YAP inh 1, GPR151 activ -0.4, MITF inh 13 and FBW7 activator 0.0.
For Cc1cc2[nH]c(=O)c(=O)[nH]c2cc1S(=O)(=O)N1CCN(c2ccccc2F)CC1 the results were TEAD-YAP inh 8, GPR151 activ 3.2, MITF inh 4 and FBW7 activator 0.1.
CC(C)c1ccccc1NC(=O)c1ccccc1Br was read as TEAD-YAP inh -5, GPR151 activ 2.7, MITF inh 9 and FBW7 activator 0.2.
`CCOC(=O)COc1ccc(/C=N\n2cnnc2)cc1OC` gave TEAD-YAP inh -9, GPR151 activ -0.8, MITF inh -11 and FBW7 activator 0.0.
Screening COc1ccccc1C(=O)NC(=S)Nc1ccc2[nH]c(=O)[nH]c2c1 returned TEAD-YAP inh -47, GPR151 activ -0.9, MITF inh -10 and FBW7 activator 0.0.

Continued, starting with the last two of the part before.
`CCOC(=O)COc1ccc(/C=N\n2cnnc2)cc1OC` gave TEAD-YAP inh -9, GPR151 activ -0.8, MITF inh -11 and FBW7 activator 0.0.
Screening COc1ccccc1C(=O)NC(=S)Nc1ccc2[nH]c(=O)[nH]c2c1 returned TEAD-YAP inh -47, GPR151 activ -0.9, MITF inh -10 and FBW7 activator 0.0.
`CC(C)C(=O)NCCc1nnc2n1CCN(Cc1ccc(OCc3ccccc3)cc1)CC2` gave TEAD-YAP inh 16, GPR151 activ 0.9, MITF inh 0 and FBW7 activator -0.1.
For COc1ccc(COC(=O)NNC(=O)/C=C/c2ccccc2)cc1 the results were TEAD-YAP inh 14, GPR151 activ -1.8, MITF inh 25 and FBW7 activator 0.7.
`CCOc1ccccc1N/C(SCc1ccc(C)cc1C)=C(/C#N)C(=O)NCc1cccs1` gave TEAD-YAP inh 0, GPR151 activ 1.5, MITF inh 6 and FBW7 activator 0.2.
Screening O=C(/C=C(\O)c1ccccc1)C(=O)Nc1cccc(F)c1 returned TEAD-YAP inh -60, GPR151 activ -2.2, MITF inh -11 and FBW7 activator -0.1.
Screening COc1cccc(NCc2ccccc2O)c1 returned TEAD-YAP inh -16, GPR151 activ 2.1, MITF inh -9 and FBW7 activator -0.3.
For CC1(C)Cc2ccccc2-c2nnc(SCc3cccnc3)n21 the results were TEAD-YAP inh 16, GPR151 activ -0.1, MITF inh 6 and FBW7 activator 0.0.
COc1ccc2nc(CNC(=O)c3cn(CC(C)C)cc(C(=O)NC(C)C)c3=O)[nH]c2c1 was read as TEAD-YAP inh 8, GPR151 activ -1.0, MITF inh 12 and FBW7 activator 0.2.
Screening Cc1cc2nc(-c3ccc(SCC(=O)NC(C)C)nc3)[nH]c2cc1C returned TEAD-YAP inh -56, GPR151 activ -0.9, MITF inh 4 and FBW7 activator 0.1.
Screening CNC(=O)/C(=C/c1ccco1)NC(=O)c1ccc(C)cc1 returned TEAD-YAP inh 12, GPR151 activ 1.0, MITF inh 2 and FBW7 activator -0.1.
`CCOC(=O)C1=C(O)/C(=C/c2ccc(OC)c(OC)c2OC)SC1=Nc1ccc(OC)cc1` gave TEAD-YAP inh -2, GPR151 activ -2.4, MITF inh 6 and FBW7 activator 0.7.
`O=C(N/C(=C\c1ccccc1)C(=O)N1CCCC1CO)c1ccccc1` (stereo unspecified) gave TEAD-YAP inh 0, GPR151 activ 2.3, MITF inh -11 and FBW7 activator 0.0.
CC(=O)Nc1nnc(SCc2cc(=O)c(OC(=O)c3ccc(F)c(F)c3)co2)s1 was read as TEAD-YAP inh -3, GPR151 activ -0.8, MITF inh 0 and FBW7 activator -0.2.
For CCOC(=O)c1sc(NC(=O)CSc2nnc(CNC(=O)Cc3ccccc3)n2-c2cccc(Cl)c2)c(C(=O)OCC)c1C the results were TEAD-YAP inh -2, GPR151 activ 0.5, MITF inh 2 and FBW7 activator -0.2.
For O=C(NC1CC1)C1CCN(C2CCN(C(=O)/C=C/c3cccc(F)c3F)CC2)CC1 the results were TEAD-YAP inh 4, GPR151 activ 0.2, MITF inh 12 and FBW7 activator 0.3.
Screening O=C(O)CCn1c2ccccc2c2ccccc21 returned TEAD-YAP inh 7, GPR151 activ 3.6, MITF inh -4 and FBW7 activator 0.0.
`Cc1nnc2c(N3CCN(c4ccccc4)CC3)nc3ccccc3n12` gave TEAD-YAP inh -4, GPR151 activ -1.9, MITF inh -7 and FBW7 activator -0.1.
For CCOC(=O)C1=C(C)N=c2s/c(=C\c3cc(Br)c(OCc4ccc(Cl)cc4)c(OC)c3)c(=O)n2C1c1ccccc1 (stereo unspecified) the results were TEAD-YAP inh -21, GPR151 activ 0.7, MITF inh -4 and FBW7 activator -0.1.
`CC(=O)Cn1c(=O)c2c(nc3n(C4CCCCC4)c(C)cn23)n(C)c1=O` gave TEAD-YAP inh -26, GPR151 activ 2.6, MITF inh 8 and FBW7 activator -0.8.
COc1ccccc1C(=O)Nc1c2c(nn1-c1ccccc1)CSC2 was read as TEAD-YAP inh 0, GPR151 activ 1.3, MITF inh 5 and FBW7 activator -0.1.
`O=C(CCc1ccccc1)NNC(=S)Nc1ccc(F)cc1` gave TEAD-YAP inh -8, GPR151 activ -1.3, MITF inh -12 and FBW7 activator -0.1.
Screening Cc1ccc(NC(=O)C2Sc3nnc(C)n3NC2c2ccccc2)c(C)c1 (stereo unspecified) returned TEAD-YAP inh 2, GPR151 activ -1.5, MITF inh -11 and FBW7 activator 0.0.
`CC(=O)c1cn(CC(=O)O)c2ccccc12` gave TEAD-YAP inh -13, GPR151 activ -1.1, MITF inh -6 and FBW7 activator -0.1.
For O=C(CSc1nc2cc(C(=O)NCC3CCCO3)ccc2c(=O)n1CC1CCCO1)NC1CCCC1 (stereo unspecified) the results were TEAD-YAP inh 1, GPR151 activ -1.1, MITF inh -5 and FBW7 activator 0.1.
CC(=O)C1=C(O)C(=O)N(Cc2cccnc2)C1c1ccccc1 (stereo unspecified) was read as TEAD-YAP inh -15, GPR151 activ -2.3, MITF inh 12 and FBW7 activator 0.0.
CCOC(=O)c1ccc(NC(=O)CSc2nnc(NC(=O)C(CC)CC)s2)cc1 was read as TEAD-YAP inh 13, GPR151 activ 0.1, MITF inh -7 and FBW7 activator -0.1.
Screening CN(C)c1ccc(NC(=O)CSc2nc3ccccc3nc2Cc2cccc([N+](=O)[O-])c2)cc1 returned TEAD-YAP inh 5, GPR151 activ -0.8, MITF inh -10 and FBW7 activator 0.2.
CCCCCN1C(=O)/C(=C(/C#N)C(=O)Nc2ccccc2)c2ccccc21 was read as TEAD-YAP inh 0, GPR151 activ 1.3, MITF inh 12 and FBW7 activator 0.1.
For Cc1nc2nc(SCC(=O)Nc3ccc(Br)cc3)nn2c(C)c1Cc1ccccc1F the results were TEAD-YAP inh 8, GPR151 activ 0.3, MITF inh 6 and FBW7 activator 0.1.
For Cc1ccc(N2C(=O)CC(NNC(=O)c3ccccc3[N+](=O)[O-])C2=O)c(C)c1 (stereo unspecified) the results were TEAD-YAP inh 4, GPR151 activ -0.3, MITF inh 10 and FBW7 activator 0.1.
For COc1ccc(C(=O)O/N=C(\N)c2ccc(Br)cc2)c(OC)c1 the results were TEAD-YAP inh -57, GPR151 activ 2.1, MITF inh 18 and FBW7 activator 0.1.
CCc1nc(SCC(=O)N2CCCC2)c2c(C)c(C)sc2n1 was read as TEAD-YAP inh -6, GPR151 activ -0.5, MITF inh -1 and FBW7 activator -0.1.
For Cc1c(C(=O)NC2CCCC(C)C2C)sc2ncnc(N3CCc4ccccc4C3)c12 (stereo unspecified) the results were TEAD-YAP inh -2, GPR151 activ -0.6, MITF inh 12 and FBW7 activator 0.0.
For CC(=O)Nc1ccc(N2C(=O)CC(N3CCSCC3)C2=O)cc1 (stereo unspecified) the results were TEAD-YAP inh -5, GPR151 activ -1.3, MITF inh 13 and FBW7 activator 0.1.
`COc1ccc(Nc2nc(N)nc(CN3CCN(c4ccccn4)CC3)n2)cc1` gave TEAD-YAP inh -7, GPR151 activ 0.0, MITF inh 9 and FBW7 activator -0.2.
Screening O=C1CC(NCCC2=CCCCC2)C(=O)N1c1ccc(-c2nc3ccccc3o2)cc1 (stereo unspecified) returned TEAD-YAP inh 14, GPR151 activ 0.8, MITF inh 10 and FBW7 activator -0.2.
Screening CCC1=NN2C(=N)/C(=C/c3cc(Br)ccc3OCCOc3ccc(C(C)(C)C)cc3)C(=O)N=C2S1 returned TEAD-YAP inh 0, GPR151 activ 1.4, MITF inh -13 and FBW7 activator 0.1.

No new results follow: four of the compounds above.
CCOC(=O)c1ccc(NC(=O)CSc2nnc(NC(=O)C(CC)CC)s2)cc1 was read as TEAD-YAP inh 13, GPR151 activ 0.1, MITF inh -7 and FBW7 activator -0.1.
Screening CN(C)c1ccc(NC(=O)CSc2nc3ccccc3nc2Cc2cccc([N+](=O)[O-])c2)cc1 returned TEAD-YAP inh 5, GPR151 activ -0.8, MITF inh -10 and FBW7 activator 0.2.
CCCCCN1C(=O)/C(=C(/C#N)C(=O)Nc2ccccc2)c2ccccc21 was read as TEAD-YAP inh 0, GPR151 activ 1.3, MITF inh 12 and FBW7 activator 0.1.
For Cc1nc2nc(SCC(=O)Nc3ccc(Br)cc3)nn2c(C)c1Cc1ccccc1F the results were TEAD-YAP inh 8, GPR151 activ 0.3, MITF inh 6 and FBW7 activator 0.1.

More entries.
Screening COc1ccc(CNc2ccc3ncc(-c4cnc(OC)nc4OC)n3n2)cc1 returned TEAD-YAP inh 3, GPR151 activ -0.3, MITF inh 3 and FBW7 activator 0.2.
Screening COc1ccc(N(CC(=O)Nc2ccc(Cl)cc2C)S(C)(=O)=O)cc1Cl returned TEAD-YAP inh 7, GPR151 activ -0.7, MITF inh 5 and FBW7 activator 0.9.
Screening CCOc1ccc2nc(Sc3nc(Nc4ccc(OC)cc4)nc(Nc4ccc(OC)cc4)n3)sc2c1 returned TEAD-YAP inh 6, GPR151 activ 1.3, MITF inh -6 and FBW7 activator -0.1.
CCCc1cc(=O)n2[nH]c(NCc3ccccc3OC)nc2n1 was read as TEAD-YAP inh 15, GPR151 activ -1.5, MITF inh 9 and FBW7 activator 0.8.
For O=C(NCC1CCCCC1)c1ccc(=O)[nH]c1 the results were TEAD-YAP inh -8, GPR151 activ 0.7, MITF inh 0 and FBW7 activator 0.0.
`O=c1c2cc(F)ccc2[nH]c(=S)n1CCc1ccc(Cl)cc1` gave TEAD-YAP inh 0, GPR151 activ 1.1, MITF inh -3 and FBW7 activator 0.1.
`CC(C)NC(=O)CCNC(=O)c1ccc(F)cc1` gave TEAD-YAP inh 3, GPR151 activ 0.7, MITF inh -6 and FBW7 activator -0.1.
For O=C(C1CCC(CNS(=O)(=O)c2cccc3nsnc23)CC1)N1CCCC1 (stereo unspecified) the results were TEAD-YAP inh -3, GPR151 activ 0.8, MITF inh 12 and FBW7 activator -0.2.
CC(C)n1cnc2c(NC3CC3)nc(Nc3nc4ccccc4n3C)nc21 was read as TEAD-YAP inh 18, GPR151 activ -1.1, MITF inh 4 and FBW7 activator -0.3.
`CC1=C(C)CS(=Nc2ccc(Cl)cc2)N(S(=O)(=O)c2ccccc2)C1` (stereo unspecified) gave TEAD-YAP inh 11, GPR151 activ -1.9, MITF inh 10 and FBW7 activator 0.8.
`COc1cc(C2NC(=O)c3sc(=S)n(-c4ccccc4)c3N2)ccc1OCc1ccccc1` (stereo unspecified) gave TEAD-YAP inh -3, GPR151 activ 0.7, MITF inh 1 and FBW7 activator -0.2.
For C=CCN(c1ccccc1)S(=O)(=O)c1ccc2[nH]cc(C(=O)NCCC(C)C)c(=O)c2c1 the results were TEAD-YAP inh -5, GPR151 activ -0.5, MITF inh 5 and FBW7 activator 0.4.

2 records picked at random from the list so far:
CC(C)n1cnc2c(NC3CC3)nc(Nc3nc4ccccc4n3C)nc21 was read as TEAD-YAP inh 18, GPR151 activ -1.1, MITF inh 4 and FBW7 activator -0.3.
`CC1=C(C)CS(=Nc2ccc(Cl)cc2)N(S(=O)(=O)c2ccccc2)C1` (stereo unspecified) gave TEAD-YAP inh 11, GPR151 activ -1.9, MITF inh 10 and FBW7 activator 0.8.
